Compound activity as filed in PubChem.
HttQ103 aggreg: qHTS Multiplex Assay to Identify Dual Action Probes in a Cell Model of Huntington: Aggregate Formation (GFP); Potency, µM (titrated, usually from 46.1 µM), for the others: at the top dose activity change, negative = inhibition, usual class: inhibitors; PC12 HttQ103-GFP aggregates, Acumen cytometry, 40 h; 1.1% of 220,000 active; AID 1688, 2009; note: potency is the fitted concentration of half-maximal effect; % is set by controls: 0 for no effect and ±100 for the full control effect; nearly all actives have a fitted effect of over 60% in size
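Read-out: GFP aggregate count by laser scanning cytometer (488 nm excitation, 500-530 nm emission, 1–25 µm objects >6 SD above background). Cells: PC12, inducible HTTex1-Q103-GFP, 100 nM tebufenozide; compounds titrated.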
KinaseGlo FLuc: Counterscreen for Luciferase (Kinase-Glo TM) Inhibition | Luciferin 4-monooxygenase (Photuris pensylvanica), Q27757 | Kinase-Glo luciferase, ATP luminescence, 8 min | 0.28% of 200,000 active | Potency, µM (titrated, usually from 38.3 µM), inactives show top-dose activity change, negative = inhibition, usual class: inhibitors; note: potency is the fitted concentration of half-maximal effect; % is set by controls: 0 for no effect and ±100 for the full control effect; nearly all actives have a fitted effect of over 60% in size
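Compound is pinned into ATP-containing buffer (10 uM ATP, imidazole pH 7.2, 7 mM MgCl2). Kinase-Glo luciferase reagent is then added. Light output is recorded following an 8-min room-temperature incubation.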
CBFb-RUNX1 inh: qHTS Assay for Compounds Blocking the Interaction Between CBF-beta and RUNX1 for the Treatment of Acute Myeloid Leukemia | Potency, µM (titrated, usually from 59.8 µM), for inactives: at the top dose activity, negative = inhibition, most hits filed as inhibitors | 230,000 tested, under 10 active | AlphaScreen CBFb-His/RUNX1-biotin binding, biochemical | Runt-related transcription factor 1 (Homo sapiens) + Core-binding factor subunit beta …; note: % of control where 0% means no effect
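Read-out: AlphaScreen. Format: His-CBF-beta with biotinylated RUNX1 (30 nM each) preincubated 20 min, compound 15 min, Ni-chelate plus streptavidin beads 90 min; room temperature throughout.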
L3MBTL1 inh: qHTS Assay for the Inhibitors of L3MBTL1; Potency, µM (top dose mostly 57.1 µM), for the others: top-dose activity, negative = inhibition, most hits filed as inhibitors; AID 485360, 2010; 0.66% of 230,000 active; Lethal(3)malignant brain tumor-like protein 1 (Homo sapiens), Q9Y468; AlphaScreen L3MBTL1–H3K9me1 peptide binding; note: potency is the fitted concentration of half-maximal effect; % is set by controls: 0 for no effect and ±100 for the full control effect; nearly all actives have a fitted effect of over 60% in size
Target sequence (Q9Y468 whole entry, looked up): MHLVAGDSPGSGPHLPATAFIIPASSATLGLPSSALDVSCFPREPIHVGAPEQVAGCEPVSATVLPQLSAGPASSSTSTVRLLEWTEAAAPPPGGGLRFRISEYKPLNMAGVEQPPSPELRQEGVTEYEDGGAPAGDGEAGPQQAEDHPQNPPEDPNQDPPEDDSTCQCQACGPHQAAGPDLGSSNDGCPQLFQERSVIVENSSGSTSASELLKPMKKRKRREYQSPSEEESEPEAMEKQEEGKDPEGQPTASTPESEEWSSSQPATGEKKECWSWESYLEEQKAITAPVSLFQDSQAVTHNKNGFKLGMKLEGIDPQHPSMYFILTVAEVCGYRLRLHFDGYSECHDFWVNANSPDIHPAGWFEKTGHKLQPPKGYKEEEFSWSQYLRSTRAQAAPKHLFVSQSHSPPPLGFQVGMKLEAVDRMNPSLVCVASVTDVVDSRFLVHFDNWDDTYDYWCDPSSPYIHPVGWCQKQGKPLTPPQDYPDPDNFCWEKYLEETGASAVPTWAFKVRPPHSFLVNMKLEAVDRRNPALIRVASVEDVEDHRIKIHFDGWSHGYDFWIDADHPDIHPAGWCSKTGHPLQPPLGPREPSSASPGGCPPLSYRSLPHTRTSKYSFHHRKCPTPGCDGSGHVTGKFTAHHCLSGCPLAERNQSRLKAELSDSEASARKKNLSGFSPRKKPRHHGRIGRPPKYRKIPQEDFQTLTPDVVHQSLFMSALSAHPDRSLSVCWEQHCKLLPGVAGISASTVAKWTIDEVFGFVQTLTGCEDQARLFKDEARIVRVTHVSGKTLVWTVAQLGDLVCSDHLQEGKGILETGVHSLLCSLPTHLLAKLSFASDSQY
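L3MBTL1 50 nM + b-AHA-H3(1-15)K9me1 75 nM, 30 min RT; compound added, 30 min RT; streptavidin donor/Ni-chelate acceptor beads 10 ug/mL each final, 30 min RT dark; AlphaScreen read.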
IMPase Li cell: qHTS Assay for Identifying the Cell-Membrane Permeable IMPase Inhibitors: Potentiation with Lithium. CHO-M1 cells, IP1 TR-FRET (IP-One), carbachol + lithium. 0.35% of 210,000 active. Potency, µM (titrated, usually from 59.4 µM), inactives show top-dose activity, negative = IMPase inhibition, actives largely listed as inhibitors. AID 1457, 2008;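 note: IP1 builds up when IMPase is blocked and the TR-FRET signal falls; potency is the fitted concentration of half-maximal effect; plate controls were basal vehicle for no effect and high inhibitor control for full effect; nearly all actives have a fitted effect of over 50% in size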
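Concentration–response in CHO-M1 cells, lithium-potentiated; 30 min at 37C. IP1 detected by competitive TR-FRET after 10 min lysis at RT. Hill-fitted AC50.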
Epigenetic derep: Quantitative High-Throughput Screen for Regulators of Epigenetic Control | AID 1865, 2009 | 0.2% of 280,000 active | murine LDR cells, GFP reporter derepression, 30 h | Potency, µM (series often up to 53.9 µM), for the others: at the highest dose GFP activation, actives largely listed as activators; note: potency is the fitted concentration of half-maximal effect; % of control where 0% means no effect; nearly all actives have a fitted effect of over 60% in size
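GFP-positive cell count by laser-scanning cytometry (objects 20–120 um) after 30 h, 37 C compound exposure of murine LDR cells; reporter is CMV-GFP integrated at a silenced locus, inducible by HDAC or DNMT inhibitors.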
NPSR antagonist: qHTS Assay for Antagonists of the Neuropeptide S Receptor: cAMP Signal Transduction | CHO-NPSR cells, cAMP TR-FRET, antagonist mode | Potency, µM (doses to about 38.3 µM), inactives show at the highest dose activity change, negative = inhibition, most hits filed as inhibitors | 1% of 220,000 active | AID 1461, 2008; note: potency is the fitted concentration of half-maximal effect; % is set by controls: 0 for no effect and ±100 for the full control effect; nearly all actives have a fitted effect of over 50% in size; many of its hits are not listed in these tables
* marks the source's active call; other numbers are inactive results; ? = inconclusive; / = no result given; [ ] = remark or other dose. Calls come from the whole dose curve; as a rule, active = well fitted curve in the direction sought with a large enough effect; inconclusive = small, poorly fitted or top-dose-only effect, or another doubt; inactive = no such curve, though single readings can be large; an effect the other way counts as inactive or inconclusive. The list is partial; rates above refer to the full screens.

SMILES	HttQ103 aggreg	KinaseGlo FLuc	CBFb-RUNX1 inh	L3MBTL1 inh	IMPase Li cell	Epigenetic derep	NPSR antagonist
CNC(=S)NNC(=O)COc1ccc(C)c(C)c1	13%	2%	2%	6%	-2%	1.0%	8%
CCOC(=O)c1csc(COc2ccc(OC)cc2)n1	6%[9.22 µM]	/	9%	17%	/	0.0%	6%
CC1(C(=O)N/N=C/c2ccccc2)CC1(Br)Br (configuration not stated)	6%[9.22 µM]	-3%	-5%	-9%	9%	1.8%	8%
CCOC(=O)C1CN(S(=O)(=O)c2ccccc2)C1	-6%	1%	2%	15%	-3%[38.3 µM]	0.0%	-5%[46.1 µM]
COc1ccc(C)cc1S(=O)(=O)N1CCN(Cc2ccccc2)CC1	0%	8%	3%	1%	19%[38.3 µM]	4.8%	-8%[46.1 µM]
Cn1nnc2cc(C(=O)Nc3ccccc3)ccc21	9%	-2%	-2%	14%	-7%	-0.4%	2%
CCOc1cc(/C=N/Nc2nc3ccccc3[nH]2)cc(Br)c1OCC(=O)N(C)C	-26%	-1%	-1%	10%	18%	1.1%	-40%
CCOC(=O)c1c(NC(=O)C(=O)N/N=C/c2ccc(OCC)cc2)sc2c1CCCCC2	14%	-1%	10%	10%	-4%	-2.0%	-7%
CCOCCCNCc1c(Cl)cccc1Cl	-6%	0%	12%	14%	8%	1.3%	0%[46.1 µM]
CC[N+](CC)(CC=C(C)C)CC(=O)OC	-11%[9.22 µM]	-2%	10%	-6%	-1%	-2.0%	-6%
O=C(Cc1ccccc1)Nc1nc(-c2cccc([N+](=O)[O-])c2)cs1	0%	1%	1%	-2%	3%	-1.0%	6%
COc1cc2[nH]cc(C(=O)NCCc3ccccc3)c(=O)c2cc1OC	16%	2%	-2%	-6%	4%	-0.8%	-15%[46.1 µM]
Cc1cc2n(n1)C(c1cccs1)Nc1ccccc1-2 (configuration not stated)	0%	-3%	4%	/	19%[38.3 µM]	4.8%	-10%[46.1 µM]
CCCc1cc(=O)oc2cc(OCC(=O)N3CCc4ccccc43)ccc12	21%	-5%	3%	1%	?	0.9%	2%[46.1 µM]
COc1ccccc1N=c1c2c([N+](=O)[O-])cc([N+](=O)[O-])cc2n(O)n1-c1ccccc1OC	2%	-2%	-2%	19%	6%	-0.4%	11%
Cc1[nH]c2ccccc2c1C(=O)CSc1cccc[n+]1[O-]	3%[9.22 µM]	/	13%	2%	/	-0.3%	9%[7.67 µM]
CC1Oc2ccccc2OC1(O)c1ccccn1 (configuration not stated)	5%	1%	2%	9%	0%	1.0%	2%[46.1 µM]
COC(=O)CNC(=O)c1cccs1	25%	-1%	-1%	/	-12%[38.3 µM]	0.0%	-26%[46.1 µM]
CCn1c(-c2cc(-c3ccc(C)c(C)c3)nc3ccccc23)n[nH]c1=S	9%[9.22 µM]	-3%	-14%	-24%	9%	1.1%	42%
CC1CCN(c2ncnc3c2cnn3Cc2ccc(Cl)cc2)CC1	?	11%	10%	6%	-1%[38.3 µM]	-0.9%	-19%[46.1 µM]
COc1ccccc1NC(=O)CCCn1c(=S)[nH]c2ccccc2c1=O	-4%	10%	-1%	/	13%	-6.2%	-6%
CCNc1nc(N)nc(Oc2ccc(C(=O)OC)cc2)n1	4%	-2%	-1%	/	6%[38.3 µM]	0.0%	-11%[46.1 µM]
CCCc1nc2c(o1)CC(CC(C)SCC)CC2=O (configuration not stated)	7%	0%	5%	5%	0%[38.3 µM]	1.5%	-3%[46.1 µM]
CC(=O)Nc1ccc(OCC(=O)NC(C)C(C)C)cc1 (configuration not stated)	-5%	-2%	-3%	/	6%[38.3 µM]	-2.6%	-3%[46.1 µM]
O=C(OCc1nc2ccccc2s1)c1ccc(Br)s1	0%	-8%	11%	40%[activator]	-3%[38.3 µM]	3.8%	-11%[46.1 µM]

New compounds follow.
SMILES	HttQ103 aggreg	KinaseGlo FLuc	CBFb-RUNX1 inh	L3MBTL1 inh	IMPase Li cell	Epigenetic derep	NPSR antagonist
N#Cc1c(NC(=O)c2cc(C3CC3)on2)sc2c1CCC2	20%	1%	6%	-3%	-2%[38.3 µM]	0.7%	-6%[46.1 µM]
O=C(CSc1nnc(Cc2ccccc2)o1)NCc1ccc2c(c1)OCO2	-14%	-5%	7%	-28%	11%	2.1%	-1%
O=C1NC(=S)N(C(=O)c2ccc(F)cc2)/C1=C/c1ccccc1	4%	-1%	6%	-19%	0%	2.6%	-10%[46.1 µM]
CC(=O)Nc1ccc(S(=O)(=O)NNC(=O)COc2ccc(C(C)(C)C)cc2)cc1	-29%	4%	0%	5%	4%[38.3 µM]	1.5%	?
CCOC(=O)c1cnc(SCC(=O)Nc2nnc(CC)s2)nc1N	-1%	/	11%	5%	/	-2.5%	8%[46.1 µM]
CCCn1nc2ccccc2c1P(=N)(N1CCOCC1)N1CCOCC1	16%	0%	5%	-1%	-1%[38.3 µM]	-1.1%	4%[46.1 µM]
COc1ccc(Cc2nc3ccc(S(N)(=O)=O)cc3[nH]2)cc1OC	-10%	2%	-10%	-6%	14%	0.0%	4%[46.1 µM]
COC(=O)C/C=C/[C@@H](C)[C@@H](/C=N/OCC[C@@H]1C=C[C@H](OC(C)=O)[C@@H](COC(C)=O)O1)NS(=O)(=O)c1ccc(C)cc1	1%	-2%	-4%[2.36 µM]	4%	6%	2.6%	0%
CC(C)Cc1nnc(NC(=O)c2cc(-c3ccccc3)nc3ccccc23)s1	-32%	-4%	-5%	-6%	-3%[38.3 µM]	4.1%	1%[46.1 µM]
Cc1cc(C)c(NC(=S)N(CCN(C)C)C(C)c2cccnc2)c(C)c1 (configuration not stated)	-5%	0%	6%	/	-1%	2.3%	23%
CCc1cccc(CC)c1NC(=O)COC(=O)CCc1cc(OC)c(OC)c(OC)c1	6%	3%	10%	-7%	5%	2.6%	-10%[46.1 µM]
COCCOC(=O)c1c(C)oc2ccc(NS(=O)(=O)c3ccccc3)cc12	-8%	-2%	5%	/	20%[38.3 µM]	-0.1%	2%[46.1 µM]
CC(C)(C)C(=O)CC1(O)C(=O)N(Cc2ccc(Cl)cc2)c2ccccc21 (configuration not stated)	7%	-1%	-1%	4%	-7%[38.3 µM]	-2.3%	-12%[46.1 µM]
COc1cccc(N/C(C)=C/C(=O)c2ccc(Br)cc2)c1	8%	13%	-2%	9%	16%	-1.0%	-18%
COc1ccc(C2NC(=O)CS2)cc1OC (configuration not stated)	-6%[9.22 µM]	0%	3%	2%	2%[38.3 µM]	-0.4%	-2%[46.1 µM]
Cc1ccc(N(CC(=O)Nc2c(C)n(C)n(-c3ccccc3)c2=O)S(C)(=O)=O)c(C)c1	/	-4%	3%	2%	-8%	0.0%	13%
Cc1ccnc(SCCn2c(N3CCN(Cc4ccccc4)CC3)nc3c2c(=O)[nH]c(=O)n3C)n1	25%	0%	-8%	0%	-3%[38.3 µM]	1.0%	-11%[46.1 µM]
C=CCON1C(=O)C(=O)N(OCC=C)[C@H]2CCCC[C@H]21	-25%[9.22 µM]	/	6%	-3%	/	0.0%	6%
CC[N+](C)(CC)CCC/C(=N/O)C(O)(c1ccccc1)c1ccccc1	-14%[9.22 µM]	/	5%	2%	/	0.9%	8%
COc1cc2c(=O)n(CC3CCCO3)c(=O)n(CC(=O)Nc3cccc(Cl)c3)c2cc1OC (configuration not stated)	9%	18%	-1%	/	24%[38.3 µM]	-2.7%	-11%[46.1 µM]
CCCn1nc(C(=O)Nc2cccc(C(=O)OC)c2)c2ccccc2c1=O	25%	-2%	16%	-5%	12%[38.3 µM]	-7.4%	?
CC(C)(C)NC(=O)c1ccccc1NC(=O)c1ccc2c(c1)OCO2	20%[9.22 µM]	0%	5%	0%	5%	1.1%	-23%
COc1cc(C(=O)NCc2ccco2)c(Br)c(OC)c1OC	0%	-2%	0%	-3%	10%[38.3 µM]	5.4%	5%[46.1 µM]
O=C(c1ccc(C(F)(F)F)cc1)c1c[nH]c(C(=O)NCCCn2ccnc2)c1	-12%	-2%	-2%	-4%	-6%[38.3 µM]	-0.3%	5%[46.1 µM]
O=C(COC(=O)c1ccc(NS(=O)(=O)c2ccc3c(c2)OCCO3)cc1)NC1CC1	-11%	10%	6%	4%	-6%[38.3 µM]	5.4%	-5%[46.1 µM]

Compound profiles, as listed above.
Results for O=C(c1ccc(C(F)(F)F)cc1)c1c[nH]c(C(=O)NCCCn2ccnc2)c1 → HttQ103 aggreg: -12%; KinaseGlo FLuc: -2%; CBFb-RUNX1 inh: -2%; L3MBTL1 inh: -4%; IMPase Li cell: -6%[38.3 µM]; Epigenetic derep: -0.3%; NPSR antagonist: 5%[46.1 µM]
Results for O=C1NC(=S)N(C(=O)c2ccc(F)cc2)/C1=C/c1ccccc1 → HttQ103 aggreg: 4%; KinaseGlo FLuc: -1%; CBFb-RUNX1 inh: 6%; L3MBTL1 inh: -19%; IMPase Li cell: 0%; Epigenetic derep: 2.6%; NPSR antagonist: -10%[46.1 µM]

Carrying on.
SMILES	HttQ103 aggreg	KinaseGlo FLuc	CBFb-RUNX1 inh	L3MBTL1 inh	IMPase Li cell	Epigenetic derep	NPSR antagonist
O[C@H]1COC2C1OC[C@@H]2O (some centres not stated)	-10%	0%	5%	0%	2%	1.1%	5%
CC(NS(=O)(=O)c1ccccc1)C(=O)Nc1nccs1 (configuration not stated)	19%	-2%	2%	8%	4%[38.3 µM]	1.8%	-5%[46.1 µM]
CCOC(=O)C(CCCCP(=O)(c1ccccc1)c1ccccc1)(NC(C)=O)C(=O)OCC	-19%[9.22 µM]	/	5%	12%	/	0.1%	9%
COc1cc(NC(=O)c2cccs2)ccc1NC(=O)c1ccccc1Cl	-15%	0%	1%	/	6%	-1.1%	-33%
Oc1ccc(-c2n[nH]c(C(F)(F)F)c2-c2ccccc2)c(O)c1	-7%[9.22 µM]	/	9%	-15%	4%	-1.2%	13%
O=[N+]([O-])c1ccc(Oc2ccc(/C=N/O)cc2)nc1	-10%[9.22 µM]	-1%	4%	50%	-2%	0.2%	-1%
CC(C)=NNC(=O)CN1C(=O)NC2NC(=O)NC21 (configuration not stated)	0%	4%	4%	2%	4%	0.0%	7%
CC(C)C(NC(=O)c1ccco1)C(=O)OCc1cc([N+](=O)[O-])cc2c1OCOC2 (configuration not stated)	-9%[9.22 µM]	-1%	-3%	-1%	11%	0.2%[10.1 µM]	-28%
